Source: PubChem
MC4R barr agon – human MC4R agonism via beta-arrestin | U2OS MC4R beta-arrestin complementation, luminescence; percent of melanotan II response, DMSO zero | 360,000 tested, 0.98% active | P32245 | activation, % at 8.9 µM | AID 540308;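 active = activation above a per-plate cutoff, the mean activation of sample wells on that plate plus 3 SD, cut at about 8% in these data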
Target sequence (P32245 whole entry, looked up): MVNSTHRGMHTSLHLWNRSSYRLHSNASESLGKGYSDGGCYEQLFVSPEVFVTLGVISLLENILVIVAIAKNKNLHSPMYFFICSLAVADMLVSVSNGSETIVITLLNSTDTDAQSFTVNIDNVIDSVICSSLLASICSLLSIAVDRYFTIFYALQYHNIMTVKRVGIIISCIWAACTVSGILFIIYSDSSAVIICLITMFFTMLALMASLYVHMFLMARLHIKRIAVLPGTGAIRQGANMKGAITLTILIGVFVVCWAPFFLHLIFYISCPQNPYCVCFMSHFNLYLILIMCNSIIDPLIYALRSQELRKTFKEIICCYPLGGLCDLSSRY
NCOA2 inhibitor – inhibits human steroid receptor coactivator 2; 370,000 tested, 0.17% active; inhibition, % at 9 µM; HEK293 GAL4-SRC2 luciferase reporter, luminescence; Q15596; AID 651957;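 active = inhibition above the mean inhibition of all tested compounds plus 3 SD, set per campaign, cut at about 52% in these data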;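 also: 0% = DMSO treated cells and 100% = cells given Gossypol at 36 µM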
NOD2 RIPK2 PPI – inhibitors of human NOD2-RIPK2 interaction. O43353. CHO BLA complementation NOD2-RIPK2, CCF4 ratio. inhibition, % at 4.98 µM. 360,000 tested, 0.38% active; in the data active = inhibition above about 21%;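 also: 0% = vehicle only and 100% = reference blocker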
Target sequence (O43353 whole entry, looked up): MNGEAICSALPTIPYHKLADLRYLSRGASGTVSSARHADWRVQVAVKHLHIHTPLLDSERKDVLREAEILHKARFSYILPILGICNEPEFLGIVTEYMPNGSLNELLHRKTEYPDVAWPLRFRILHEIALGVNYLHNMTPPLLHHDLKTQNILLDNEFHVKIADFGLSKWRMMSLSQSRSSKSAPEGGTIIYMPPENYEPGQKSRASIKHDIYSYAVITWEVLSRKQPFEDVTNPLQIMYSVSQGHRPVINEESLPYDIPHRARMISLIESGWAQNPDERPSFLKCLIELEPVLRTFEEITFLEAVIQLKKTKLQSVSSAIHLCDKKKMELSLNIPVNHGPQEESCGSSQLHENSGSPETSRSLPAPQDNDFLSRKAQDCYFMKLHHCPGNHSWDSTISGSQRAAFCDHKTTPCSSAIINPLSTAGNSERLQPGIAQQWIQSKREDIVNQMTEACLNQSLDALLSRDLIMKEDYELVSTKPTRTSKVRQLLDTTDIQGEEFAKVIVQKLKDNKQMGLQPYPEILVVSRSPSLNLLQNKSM
SRC1 inh – inhibits human SRC1 coactivator. Q15788. HEK293 GAL4-SRC1 luciferase reporter, luminescence. inhibition, % at 3.6 µM. 360,000 tested, 0.12% active;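 active = inhibition above the campaign mean plus 3 SD, with each screening campaign given its own cutoff, cut at about 60% in these data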;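 also: 0% = DMSO treated cells and 100% = gossypol at 36 µM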
EBV LMP1 NFkB – reduces LMP1-driven NF-kappaB luciferase signal; inhibition, % at 12.5 µM; LMP1-induced NF-kappaB luciferase reporter cells, luminescence; 350,000 tested, 0.69% active; in the data active = inhibition above about 41%;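 also: 0% = neutral control wells and 100% = reference inhibitor control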
TLR9-MyD88 block – TLR9-MyD88 interaction inhibition. CHO BLA complementation TLR9-MyD88, CCF4 FRET ratio. Q9NR96+Q99836. 340,000 tested, 0.21% active. inhibition, % at 4.98 µM;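 active = inhibition above the mean over all tested compounds plus 3 SD, cut at about 21% in these data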;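 also: 0% = DMSO only wells and 100% = clavulanate BLA inhibitor control wells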
LRH-1 inv ag – NR5A2 inverse agonism in reporter assay. HEK293T StAR-luciferase reporter, LRH-1 transfected, 24 h. inhibition, % at 3.6 µM. 360,000 tested, 0.13% active. AID 602396;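 active = inhibition above the mean inhibition of all tested compounds plus 3 SD, cut at about 73% in these data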;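 also: 0% = DMSO wells and 100% = reporter-only cells lacking LRH-1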
MC4R antagonist – human MC4R antagonism in cAMP assay | P32245 | MC4R-expressing cells, MTII-stimulated cAMP, LANCE TR-FRET | inhibition, % at 6.5 µM | 360,000 tested, 0.48% active;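 active = inhibition above its plate's cutoff, the mean of tested wells on that plate plus 3 SD, cut at about 29% in these data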;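 also: 0% = Melanotan II alone and 100% = Melanotan II plus saturating MCL0020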
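Test system: U2OS cells stably expressing human melanocortin 4 receptor (MC4R); also added: Melanotan II challenge; compound: 6.5 µM single dose; timing: 30-min compound preincubation, 1-h Melanotan II challenge, 1-h detection, room temperature; signal: Eu-cAMP/anti-cAMP TR-FRET, emission 671 nm; repeats: one well per compound, no replicates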
NCOA3 inh – inhibits human SRC3 coactivator | Q9Y6Q9 | HEK293 GAL4-SRC3 luciferase reporter, luminescence | 360,000 tested, 0.17% active | inhibition, % at 3.6 µM;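 active = inhibition above a per-campaign cutoff, the mean of all compounds plus 3 SD, cut at about 60% in these data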;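 also: 0% = DMSO-treated cells and 100% = gossypol-treated cells at 36 µM; higher means less SRC3-driven luciferase light from the GAL4 reporter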
ABHD5-PLIN5 inh – ABHD5-PLIN5 protein interaction inhibition; inhibition, % at 4 µM; Split G. princeps luciferase complementation, luminescence, 4 h; Q00G26+Q8WTS1; AID 602281; 360,000 tested, 0.78% active;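 active = inhibition above the mean inhibition across every tested compound plus 3 SD, cut at about 22% in these data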;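 also: 0% = DMSO only wells and the 100% control is not disclosed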
NR2F2 inh – NR2F2 (human) inhibition, primary screen | P24468 | HEK293T NGFI-A luciferase reporter, luminescence | inhibition, % at 8.6 µM | 370,000 tested, 0.7% active | AID 686940;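 active = inhibition above a per-plate cutoff, mean inhibition of test wells between control levels plus 3 SD, cut at about 38% in these data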;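 also: cells cotransfected with COUP-TFII expression vector driving the NGFI-A reporter; 0% = median of COUP-TF2 test wells and 100% = reporter-only cells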
Starred values were filed as active, the others as inactive; nt = not tested or not shown. Some of the compounds tested (hit frequency here may not be typical).

Second line of a record – MC4R barr agon	NCOA2 inhibitor	NOD2 RIPK2 PPI	SRC1 inh	EBV LMP1 NFkB	TLR9-MyD88 block	LRH-1 inv ag	MC4R antagonist	NCOA3 inh	ABHD5-PLIN5 inh	NR2F2 inh
(1) COc1cc(C(=O)NNC(=O)c2cc(S(=O)(=O)N(C)C)ccc2N2CCCC2)cc(OC)c1OC
    -1.0	11.9	1.1	-17.1	6.1	0.1	9.7	-0.7	4.0	2.7	-2.1
(2) C=CCn1c(C)c(C(=O)OCC)c2cc(O)c3ccccc3c21
    0.3	1.6	-13.4	-14.7	nt	8.0	-10.3	-3.0	-1.6	-5.3	-5.4
(3) Cn1c(SCC(=O)N2CCCCC2)nnc1-c1ccc(S(=O)(=O)N2CCOCC2)cc1
    -1.3	13.0	1.7	3.7	5.8	-2.7	-0.4	-5.4	11.4	1.8	10.2
(4) Cc1ccsc1C(=O)OCC(=O)NCc1ccco1
    -2.0	-13.7	7.8	-8.6	-3.7	-6.1	-29.9	-2.2	-14.3	5.6	-12.0
(5) CC(/C=N\NC(=O)c1cc(C)oc1C)=C\c1ccccc1
    -2.8	-22.8	-0.9	-60.7	-10.1	-5.2	-98.7	4.0	-42.6	-7.5	-7.6
(6) Cc1nc2cc(-c3ccc(Br)cc3)[nH]n2c(=O)c1Cl
    -0.7	-1.5	-4.9	-68.8	-10.4	-1.9	-10.8	21.9	-46.9	5.4	-11.0
(7) CC(C)C[C@@H](COc1ccccc1)N1CCN(C)CCC1=O
    -1.3	-10.8	7.0	-26.3	0.4	-7.3	-4.0	15.0	1.4	8.4	6.0
(8) COc1cc(C(O)c2nc(-c3cc4ccccc4o3)cs2)ccc1F (configuration not stated)
    6.0	-34.0	-17.1	1.7	nt	nt	-8.0	6.3	-30.7	-2.3	5.1
(9) O=C(CN1C(=O)NC2(CCSC2)C1=O)N1CCN(c2ccc(F)cc2)CC1 (configuration not stated)
    0.2	5.4	2.2	-3.5	3.6	-8.2	14.1	21.9	4.8	3.3	20.6
(10) CC(=O)c1c(C)[nH]c(C(=O)OCC(=O)NCc2ccc(Cl)cc2)c1C
    1.0	24.2	1.6	8.1	14.4	-0.4	-1.8	4.6	-0.1	11.0	29.6
(11) COc1ccc2c(c1)Cc1c-2cc(Br)c(N)c1Br
    -0.6	-1.9	-16.8	-3.9	-37.9	7.3	15.7	1.1	-5.1	-0.9	7.4
(12) CCN(Cc1ccccc1)S(=O)(=O)c1cn(C)cn1
    -0.4	-2.9	-3.4	2.2	-0.6	-14.9	-15.3	4.8	8.2	0.4	-11.8
(13) c1ccc2c(N3CCCCC3)nc(N3CCCC3)nc2c1
    -0.9	-5.9	-1.4	18.4	19.6	2.4	22.8	-7.0	23.5	3.6	11.3
(14) CCOc1ccc(C(C(=O)NC2CCCCC2)N(C(=O)c2ccccn2)c2cccnc2)cc1 (configuration not stated)
    0.9	-1.6	3.3	-4.5	0.5	11.7	1.9	-0.2	-1.0	0.4	-3.0
(15) CC(=O)Nc1cccc(OCc2ccc([N+](=O)[O-])cc2)c1
    -1.3	-88.5	6.3	-89.6	-24.2	8.0	-52.1	-2.7	-71.0	-4.0	-38.7
(16) CN1C(C(=O)NCC2CC2)CC2Cn3c(nc4cc5ccccc5cc43)C21 (configuration not stated)
    -0.1	-24.5	-1.1	7.4	-7.8	-2.3	-5.0	1.4	-12.4	-14.5	-26.8
(17) COc1ccc2nc(/C=N/NC(=O)[C@H](CCSC)NC(=O)OC(C)(C)C)ccc2c1
    -0.9	3.9	-0.5	-5.8	0.8	-6.1	4.0	5.1	-12.6	-2.8	11.4
(18) CCOc1cc(C(=O)OCC(=O)c2c(N)n(C)c(=O)n(C)c2=O)cc(OCC)c1OCC
    0.1	-15.3	-11.7	-16.6	-15.5	1.3	-1.3	10.6	12.8	9.2	-10.4
(19) Clc1cccc(-c2cc3nc4c(c(N5CCN(c6cnccn6)CC5)n3n2)CCCC4)c1
    -2.2	-49.0	2.4	-34.9	-47.7	7.1	-59.3	-1.5	-45.6	0.6	-30.6
(20) COCC(C)n1c(SCC(=O)NC(=O)NCc2ccccc2)nc2ccccc2c1=O (configuration not stated)
    1.2	-3.7	-8.6	-1.8	2.6	-13.9	-26.0	7.0	-4.0	-6.9	-6.5
(21) O=C(CN1CCN(S(=O)(=O)c2ccc3c(c2)OCCCO3)CC1)N1CCc2ccccc21
    2.0	-32.0	-5.2	2.9	-5.5	-6.3	3.5	12.4	4.8	3.4	-12.8
(22) O=C(NCCc1nc(-c2ccccc2Cl)no1)C1CCCCC1
    -0.3	5.2	-2.3	4.0	-0.5	-2.6	-8.9	8.5	0.0	5.1	-15.3
(23) CCOc1ccc(-c2cc(CCCC(=O)Nc3cc(OC)ccc3OC)no2)cc1
    7.4	73.4*	-13.6	4.3	17.5	-5.2	16.8	2.0	14.5	3.8	67.3*
(24) Cc1ccc(CNC(=O)c2ccccc2N(C)S(C)(=O)=O)cc1
    -1.4	16.6	-8.8	10.9	-3.9	nt	0.9	-4.8	5.9	-0.2	15.3
(25) Cc1cc(SCC(=O)NCCCN2CCCC2=O)nc2ccccc12
    0.4	4.8	2.8	-1.1	-1.9	-4.9	-3.6	-2.7	4.2	-11.8	-16.4
(26) O=C(CCNC(=O)c1ccco1)Nc1cccc(C(F)(F)F)c1
    0.6	28.7	-13.1	-63.0	-0.4	1.3	-4.3	4.8	-1.9	1.8	7.7
(27) COc1ccc(S(=O)(=O)N2CCOCC2)cc1NC(=O)c1sccc1C
    0.1	5.4	-11.4	-3.6	-8.7	-3.8	-5.3	1.5	16.2	-2.3	-6.0
(28) COc1ccccc1C(=O)c1nc2ccccc2n1C
    -0.6	-14.4	-0.2	-20.2	4.9	7.5	10.9	7.2	13.3	5.0	11.7
(29) OCCN1CCN(c2ncnc3scc(-c4ccc(F)cc4)c23)CC1
    -0.8	-10.3	-10.3	-11.4	10.1	2.7	15.2	-1.6	1.5	2.9	14.2
(30) CCc1ccc(-n2c(=O)c3c(C)c(C)sc3n(CC(=O)NCC3CCCO3)c2=O)cc1 (configuration not stated)
    -2.0	11.8	-8.1	8.2	3.7	14.3	-11.9	3.6	13.3	2.2	1.1
(31) CC(NC(=O)CN1c2cccc3cccc(c23)S1(=O)=O)c1ccc(S(N)(=O)=O)cc1 (configuration not stated)
    -4.8	4.4	1.3	-16.9	6.2	-0.3	11.9	-0.4	-0.4	3.8	-2.1
(32) Nc1nonc1C(=O)NCCNC(=O)c1ccccc1F
    -0.6	1.2	0.1	-7.1	-24.1	-15.7	7.4	-5.6	-11.2	1.7	1.1
(33) CSc1nc2n(n1)C(c1cccs1)C1=C(CCCC1=O)N2 (configuration not stated)
    -0.1	6.0	-57.9	10.2	3.1	10.8	15.7	-4.0	14.1	-3.4	4.4
(34) OCC[C@@H]1C[C@@H](O)[C@H](O)[C@]2(CCCCO2)O1
    -2.4	-24.8	-4.9	-0.4	-6.6	0.0	6.1	-3.1	-3.4	1.2	-3.8
(35) CCCCn1c(N)c(N(CCC(C)C)C(=O)CSc2nnc(C)s2)c(=O)[nH]c1=O
    0.5	-28.3	-2.1	-45.4	-1.7	5.8	8.0	1.6	-3.1	-2.4	1.1
(36) COC(=O)Cn1c(O)c(N=NC(=O)CNC(=O)c2ccncc2)c2ccccc21
    2.0	-20.5	-5.4	-20.5	-3.6	-9.3	-3.8	3.9	2.5	-2.0	13.4
(37) COC(=O)c1ccccc1NC(=O)Nc1c(C)n(C)n(-c2ccccc2)c1=O
    0.6	-30.8	-17.6	-24.3	-0.1	-15.0	-9.5	3.6	-2.6	-0.5	9.2
(38) CCCOc1ccc(-c2c(C(=O)N/N=C/C3CC=CCC3)nnn2-c2nonc2N)cc1 (configuration not stated)
    -2.9	-43.3	-8.2	-8.5	-1.1	14.0	-1.5	2.1	4.2	-5.6	18.1
(39) O=C(CCc1nc2ccccc2[nH]1)Nc1ccc2c(c1)OCO2
    -0.9	-22.4	0.2	-17.7	0.8	-7.0	-24.8	0.0	-13.5	8.6	10.9
(40) O=C(Nc1ccc(O)cc1)/C(=C\c1cccs1)NC(=O)c1ccccc1
    -1.7	-26.6	0.7	1.3	-2.1	-1.7	5.9	3.2	18.8	1.0	14.7
(41) Cc1ccc(NC(=O)COC(=O)C(NS(=O)(=O)c2ccc(Cl)cc2)C(C)O)cc1 (configuration not stated)
    0.0	-6.6	7.9	0.4	1.0	-3.0	9.3	1.2	9.8	3.6	7.3
(42) CC1(C)NC(=O)N(CCCOc2ccc(Br)cc2Cl)C1=O
    -0.9	-12.3	-8.3	-113.7	-31.4	-6.3	-76.5	12.3	-134.7	-3.0	-20.6
(43) Cc1cccn2c(=O)c3cc(C(=O)NC4CCCCC4)n(C)c3nc12
    -2.3	-12.5	3.6	-11.2	-5.2	0.4	-9.2	11.4	25.3	-5.1	-25.2
(44) COC(=O)c1cc(S(=O)(=O)NCc2ccccc2)c[nH]1
    1.1	23.6	-6.3	-2.5	-0.4	-10.6	15.9	-9.0	-4.4	-6.7	0.5
(45) O=C(c1cccc(Cl)c1)N1CCN(C(=O)c2ccco2)CC1
    0.2	-3.0	1.3	5.7	-1.2	-5.0	-1.8	4.5	14.3	6.1	-5.5
(46) Cc1onc(-c2c(Cl)cccc2Cl)c1COC(=O)c1ccc(Cl)cc1[N+](=O)[O-]
    2.1	-1.2	9.3	15.7	5.6	-7.8	3.8	-4.0	12.0	5.9	12.7
(47) COc1ccccc1N(CC(=O)NC1CCCC1)C(=O)CCCC(=O)Nc1ccccn1
    0.9	17.8	-8.3	-0.2	7.2	2.4	14.7	-1.1	-4.1	-3.4	-2.5
(48) Cc1cc(C)n(-c2nc(C(=O)O)cs2)n1
    -1.6	-18.4	-10.6	2.6	-5.4	nt	6.1	16.6	17.2	-3.8	16.6
